Bioassay records as filed in PubChem.
RGS4 act – potentiators or activators of RGS4 | HEK293 M3R/inducible RGS4, carbachol calcium flux Fluo4; stronger effect = lower value | B-score at 10 µM | 0.92% of 310,000 active | AID 463111;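 active means B-score of the integrated calcium signal more than 4 SD below the library mean, with starting fluorescence not abnormally high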;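 further: negative B-score means reduced calcium response which marks RGS4 activation or potentiation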
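test system = HEK293 cells with stable M3R and inducible RGS4 | schedule = recording 10 s baseline at 1 Hz, 100 s post-agonist | technique = Fluo4-AM (2 µM) calcium-flux fluorescence, kinetic read | measure = Agonist-evoked peak-minus-minimum fluorescence over baseline, integrated ratio, B score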
ANO1 block – mouse TMEM16A channel inhibition, primary screen; HEK293 TMEM16A/YFP iodide influx fluorescence, ionomycin; AID 588511; normalized B-score (activity score, 25-100; higher = stronger inhibition) at 10 µM; Q8BHY3; 1.2% of 310,000 active;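 active means ratio plate-corrected score three or more library SD toward inhibition, starting fluorescence score within five deviations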;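 further: score derived from kinetic fluorescence span divided by baseline fluorescence per well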
Target sequence (Q8BHY3 whole entry, looked up): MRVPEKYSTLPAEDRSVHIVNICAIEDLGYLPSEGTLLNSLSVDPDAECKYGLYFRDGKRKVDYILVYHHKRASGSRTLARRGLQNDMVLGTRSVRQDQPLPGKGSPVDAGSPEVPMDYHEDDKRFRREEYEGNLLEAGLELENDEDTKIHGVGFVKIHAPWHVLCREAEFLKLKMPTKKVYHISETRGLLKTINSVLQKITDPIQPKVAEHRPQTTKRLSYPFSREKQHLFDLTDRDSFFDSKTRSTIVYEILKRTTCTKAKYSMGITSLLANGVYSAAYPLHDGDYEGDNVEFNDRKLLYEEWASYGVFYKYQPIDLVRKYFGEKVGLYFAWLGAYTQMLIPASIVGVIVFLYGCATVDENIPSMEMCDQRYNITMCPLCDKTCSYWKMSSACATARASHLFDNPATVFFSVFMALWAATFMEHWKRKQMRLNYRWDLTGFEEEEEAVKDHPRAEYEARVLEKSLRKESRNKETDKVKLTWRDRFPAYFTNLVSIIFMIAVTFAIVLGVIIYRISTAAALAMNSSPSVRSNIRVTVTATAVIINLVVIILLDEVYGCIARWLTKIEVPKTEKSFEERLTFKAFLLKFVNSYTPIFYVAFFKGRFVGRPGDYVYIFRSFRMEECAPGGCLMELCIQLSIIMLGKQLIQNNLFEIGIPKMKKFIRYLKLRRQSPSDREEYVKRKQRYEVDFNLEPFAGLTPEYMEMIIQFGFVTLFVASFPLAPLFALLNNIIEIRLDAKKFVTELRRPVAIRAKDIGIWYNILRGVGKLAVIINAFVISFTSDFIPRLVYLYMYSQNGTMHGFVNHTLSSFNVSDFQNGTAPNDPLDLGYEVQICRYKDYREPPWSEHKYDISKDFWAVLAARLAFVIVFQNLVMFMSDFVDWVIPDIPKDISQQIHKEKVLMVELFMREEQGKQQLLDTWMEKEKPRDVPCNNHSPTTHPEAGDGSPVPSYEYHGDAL
MrgX1 antagonist – blocks BAM8-22 activation of human MrgX1 receptor; Q96LB2; AID 588676; MRGX1-HEK293 calcium flux, Fluo-4, BAM8-22 antagonism; stronger effect = lower value; 1.3% of 310,000 active; B-score at 10 µM;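 active means calcium-response B-score plate-corrected more than 3 library SD below zero, starting fluorescence within 5 deviations, no agonist response on first addition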;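 further: peak minus trough fluorescence over baseline after final BAM8-22 challenge near maximal dose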
RGS4 inh – inhibitors of human RGS4; P49798; HEK293 M3R/RGS4 inducible, Fluo-4 calcium flux; stronger effect = higher value; triggered by carbachol at its EC20; B-score at 10 µM; 0.45% of 310,000 active; AID 463165;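 active means B-score, a plate-corrected calcium signal, over three deviations above library mean, with baseline fluorescence within five deviations of library mean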;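 further: RGS4 expression induced by doxycycline in cells with stable M3 receptor; B-score is computed from the integrated fluorescence ratio over baseline after carbachol; higher B-score means a larger calcium signal and so more RGS4 inhibition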
Target sequence (P49798 whole entry, looked up): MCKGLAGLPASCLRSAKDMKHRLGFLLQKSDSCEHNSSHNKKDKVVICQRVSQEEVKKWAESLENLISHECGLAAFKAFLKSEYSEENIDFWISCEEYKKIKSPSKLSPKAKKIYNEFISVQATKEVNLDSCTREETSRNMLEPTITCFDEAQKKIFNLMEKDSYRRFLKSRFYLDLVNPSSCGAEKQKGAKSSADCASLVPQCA
SKKanGAS inh – inhibitors of SKKanGAS S. pyogenes growth in kanamycin (SK-promoter or general growth effect) | BacTiter-Glo, 6 h | inhibition, % at 7.5 µM | 1.3% of 300,000 active | AID 1662;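 active means mean replicate score, as percent of positive control median, at least 50; inconclusive means mean below 50 but one replicate at or above 50; inactive means mean and every replicate below 50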;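 further: strain carries kanamycin resistance gene driven by streptokinase promoter and grows in 40 µg/ml kanamycin; loss of luminescence reflects streptokinase promoter inhibition or plain growth inhibition; 0% = median of DMSO wells and 100% = positive control at its reference dose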
MrgX1 PAM – allosterically activates human MrgX1 receptor signaling; 0.63% of 310,000 active; MrgX1-HEK293, Fluo-4 calcium flux, FDSS; stronger effect = higher value; B-score at 10 µM; AID 588675; Q96LB2;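 active means plate-corrected calcium response at least 3 library SD above typical, normal starting fluorescence, not activating the receptor alone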;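 further: compound read alongside a low EC10 to EC30 dose of BAM8-22 agonist; peak minus trough fluorescence over baseline measured at the second addition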
ANO1 activ – activators or potentiators of mouse TMEM16A chloride channel. HEK293 TMEM16A/YFP-H148Q/I152L, iodide quench fluorescence; stronger effect = lower value. 0.3% of 340,000 active. AID 623877. B-score at 10 µM;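 active means fluorescence-ratio B-score plate-corrected deviation score at least 3 library SD below zero, with starting fluorescence score within 5 deviations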;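 further: channel opened by trigger with iodide after compound preincubation; score built on the fluorescence ratio of max minus min over baseline; more negative score means more quench and so TMEM16A activation or potentiation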
TRPC6 inh – blocks the mouse TRPC6 cation channel | Q61143 | HEK293-TRPC6, membrane potential dye, ACh-evoked depolarization; stronger effect = lower value | B-score at 10 µM | 1.1% of 310,000 active | AID 2553;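 active means B-score under library mean minus 3 SD, initial fluorescence not abnormally high, positive integrated signal ratio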;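 further: B-score derived from integrated fluorescence ratio over the kinetic read; more negative B-score means stronger inhibition of depolarization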
TRPC6 act – mouse TRPC6 channel activation; Q61143; HEK293-TRPC6 membrane potential dye fluorescence; stronger effect = higher value; B-score at 10 µM; 0.13% of 310,000 active;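 active means B-score of the integrated fluorescence ratio above library mean plus 3 SD, and starting fluorescence ratio within library mean plus 5 SD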;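 further: higher score means more depolarization so channel activation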
HDAC3 inh – inhibitors of human histone deacetylase 3 | recombinant HDAC3, fluorogenic peptide/trypsin coupled, fluorescence | inhibition, % at 8.3 µM | 0.15% of 320,000 active | AID 2718; in the data active means inhibition above about 26%, passing the limit was not always enough; inconclusive means no clear call, values can overlap the other calls
MrgX1 agonist – agonists of human MrgX1 receptor. 0.44% of 310,000 active. B-score at 10 µM. MrgX1-HEK293 cells, Fluo-4 calcium fluorescence, agonist mode; stronger effect = higher value;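 active means calcium response B-score plate-corrected fluorescence ratio at least 3 library SD, with starting fluorescence B-score inside 5 SD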
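Assay system: stable human MrgX1 HEK293 cell line. Quantity: 15,000 cells per well. Schedule: cells plated overnight, dye loaded 0.5 h 37 °C, 0.5 h room temperature. Detection: Fluo-4 NW calcium-flux fluorescence, kinetic read. Read-out basis: peak-minus-minimum fluorescence over baseline, converted to B scores. Control set: positive and negative control wells on each plate.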
The depositor's hits bear a star; i = inactive; ? = inconclusive; · = no result given.

SMILES	RGS4 act	ANO1 block	MrgX1 antagonist	RGS4 inh	SKKanGAS inh	MrgX1 PAM	ANO1 activ	TRPC6 inh	TRPC6 act	HDAC3 inh	MrgX1 agonist
COc1ccc(-n2c(Cc3cccn3C)nnc2SCC(=O)Nc2ccc3c(c2)OCO3)cc1	i	i	i	i	-3.3	i	i	i	i	-2.4	i
CC/C(=N\NC(=O)C1CC1)c1cccc(Cl)c1	i	i	i	i	4.3	i	i	i	i	0.9	i
O=c1cc(-c2ccc(O)cc2)oc2c(O)c(O)c(O)c(O)c12	·	i	i	·	·	i	i	·	·	5.4	i
CCN1CCN(c2ncnc3c2cnn3-c2ccc(C)cc2C)CC1	i	i	i	i	-2.8	i	i	i	i	0.9	i
CN(C(=O)c1ccc2c(=O)n3c(nc2c1)CCCCC3)c1cccc(Cl)c1	i	i	i	i	11.2	i	i	i	i	-0.4	i
CC(C)(C)NC(=O)CN(C(=O)Cn1nnc(-c2ccc(Cl)cc2)n1)C1CCN(Cc2ccccc2)CC1	i	i	i	i	0.4	i	i	i	i	4.0	i
N#CCCn1cc(/C=N/NC(N)=S)c(-c2ccc(-c3ccccc3)cc2)n1	i	i	i	i	39.8	i	i	i	i	-0.4	i
COc1cc(C2C(C#N)=C(N)Oc3cc(C)n(CCN4CCOCC4)c(=O)c32)cc(OC)c1OC (stereo not drawn)	i	i	i	i	-3.0	i	i	i	i	-0.9	i
COc1ccc(N2CCN(C(CNC(=O)C(=O)NCCC3=CCCCC3)c3ccco3)CC2)cc1 (stereo not drawn)	i	i	i	i	-7.3	i	i	i	i	-10.4	i
CCN(CC)c1ccc(/C=C2\SC(N)=NC2=O)cc1	i	i	i	i	0.1	i	i	i	i	-0.4	33.1*
CC(=O)N1CCC(N(CCCOC(C)C)S(=O)(=O)c2ccc([N+](=O)[O-])cc2)CC1	i	i	i	i	0.6	i	i	i	i	-3.2	i
COc1ccc(OC)c(S(=O)(=O)N/N=C(/C)c2ccc3c(c2)OCO3)c1	i	i	i	i	10.1	i	i	i	i	9.3	i
CCOc1cc(/C=C2/SC(=S)NC2=O)ccc1OC(=O)c1ccco1	i	i	i	i	8.0	i	i	i	i	15.8	i
O=C(O)/C=C/C(=O)NCCC(c1ccccc1)c1ccccc1	i	i	i	i	-8.2	i	i	i	i	12.1	i
Cc1cccc(C(=O)Nc2ccc(S(=O)(=O)N3CCOCC3)cc2C)c1	i	i	i	i	-1.3	i	i	i	i	-1.1	i
Cn1ncc(Cl)c1C(=O)N1CCN(c2ccc(F)cc2)CC1	i	i	i	i	-6.2	i	i	i	i	-2.8	i
Cc1cc(NC(=O)CCC(=O)N(C(C(=O)NC(C)(C)C)c2ccccc2Cl)C(C)(C)C)no1 (stereo not drawn)	i	i	i	i	-1.5	i	i	i	i	0.4	i
CC1=NNC(=O)C1CCC(=O)N/N=C/c1ccc(Cl)cc1Cl (stereo not drawn)	i	i	i	i	7.0	i	i	i	i	6.1	i
O=C(c1ccc2c(c1)OCO2)N1CCc2ccccc21	i	i	i	i	-3.1	i	i	i	i	-0.4	i
Oc1ccc[n+](/C=C\c2ccccc2)c1	i	i	i	i	-0.8	i	i	i	i	5.5	i
O=C(CSc1nnnn1C1CCCC1)NCc1ccc2c(c1)OCO2	i	i	i	i	-2.9	i	i	i	i	·	i
COc1ccc(N2C(=O)c3ccc(C(=O)Nc4cc(OC)ccc4OC)cc3C2=O)cc1	i	i	i	i	2.6	i	i	i	i	3.6	i
Cc1sc2nc(CC(=O)NN)[nH]c(=O)c2c1C	i	i	i	i	5.5	i	i	i	i	·	i
COc1ccc(CC(=O)NC2CCS(=O)(=O)C2)cc1 (stereo not drawn)	i	i	i	i	-1.8	i	i	i	i	3.6	i
CCc1nnc(NC(=O)C2CCCN2S(=O)(=O)c2ccccc2)s1 (stereo not drawn)	i	i	i	i	-1.0	i	i	i	i	2.3	i

(next part)
SMILES	RGS4 act	ANO1 block	MrgX1 antagonist	RGS4 inh	SKKanGAS inh	MrgX1 PAM	ANO1 activ	TRPC6 inh	TRPC6 act	HDAC3 inh	MrgX1 agonist
CC(C)(C)NC(=O)C(=O)NNC(=O)c1ccccc1Br	i	i	i	i	-2.9	i	i	i	i	-0.6	i
COc1ccc(CCn2c(=N)c(C(=O)NCC3CCCO3)cc3c(=O)n4ccccc4nc32)cc1 (stereo not drawn)	i	i	i	i	-9.6	i	i	-5.8*	i	3.6	i
COc1ccc(-c2csc(NC3CCCCC3)n2)c(OC)c1	i	i	i	i	0.3	i	i	i	i	6.3	i
CC(C)(C)OC(=O)N1CCCC(C(=O)CC#N)C1 (stereo not drawn)	i	i	i	i	3.7	i	i	i	i	7.4	i
CCCCC(=O)Nc1cc(NC(=O)CCCC)cc(C(=O)O)c1	i	i	i	i	-4.2	i	i	i	i	-4.1	i
COc1ccc(NC(=O)Cc2ccccc2F)cn1	i	i	i	i	-6.6	i	i	i	i	-1.5	i
CCN1C(=O)C(O)(CC(=O)/C=C/C=C/c2ccccc2)c2ccccc21 (stereo not drawn)	i	i	i	i	-4.3	i	i	i	i	2.6	i
O=C(NCC1CCCN(Cc2ccc3nonc3c2)C1)c1cccc(C(F)(F)F)c1 (stereo not drawn)	i	i	i	i	4.5	i	i	i	i	-1.2	i
Cc1csc(NC(=O)CSc2nnc(-c3ccoc3C)n2CCc2ccccc2)n1	i	i	i	i	-1.3	i	i	i	i	1.2	i
CC(C)(C)c1ccc(-n2ncc3c2CCCC3NC(=O)CCN2CCCCC2=O)cc1 (stereo not drawn)	i	i	i	i	-6.3	i	i	i	i	7.0	i
Cc1cc(C)nc(N/N=C/C(Cl)=C/c2ccccc2)n1	i	i	i	i	2.6	i	i	i	i	7.7	i
COc1ccccc1CC(=O)NCC1CCCO1 (stereo not drawn)	i	i	i	i	6.6	i	i	i	i	0.3	i
CC(=O)c1cccc(NC(=O)N2CCCC2C(=O)Nc2ccccc2C)c1 (stereo not drawn)	i	i	i	i	-1.1	i	i	i	i	?	i
CS(=O)(=O)c1nc(S(=O)(=O)c2ccc(Cl)cc2)c(N2CCCCCC2)s1	i	i	i	i	3.1	i	i	i	i	7.0	i
COc1ccc(S(=O)(=O)NCCSc2ccccc2)cc1OC	i	i	i	i	1.7	i	i	i	i	3.3	i
COC(=O)CSc1nc(N)nc(C)c1Br	i	i	i	i	-6.1	i	i	i	i	-5.2	i
CC(C)c1ccc2c(c1)C(c1cccs1)=NNC(c1ccncc1)=N2	i	i	i	i	4.1	i	i	i	i	·	i
O=C(CSc1ncn(-c2ccccc2)n1)Nc1nc2c(s1)CCCC2	i	i	i	i	3.7	i	i	i	i	9.8	i
O=S(=O)(/N=C(/c1ccc(F)cc1)N1CCCCC1)c1ccc(Cl)cc1	i	i	i	i	2.9	i	i	i	i	3.8	i
Cc1cc(C)c(NC(=O)c2ccoc2C)c(C)c1	i	i	i	i	-1.3	i	i	i	i	-2.4	i
O=C(COc1ccc(S(=O)(=O)NC2CCCCC2)cc1Cl)NCc1cccnc1	i	i	i	i	-0.7	i	i	i	i	-3.8	i
CC1(C)CC(=O)C=C(Nc2ccccc2F)C1	i	i	i	i	1.2	i	i	i	i	-2.0	i
Cc1ccc(C)c(OCCC(=O)N2CCN(S(=O)(=O)c3cc(C)ccc3C)CC2)c1	i	i	i	i	-3.3	i	i	i	i	5.8	i
COc1cccc(C(=O)Nc2nnc(SCC(=O)NC3CCCC3)s2)c1	i	i	i	i	2.7	i	i	i	i	1.1	i
COc1ccccc1NC(=O)CSc1nc2sc3c(c2c(=O)n1-c1ccccc1)CCN(C)C3	i	i	i	i	-17.0	i	i	i	i	8.3	i

The listing continues:
SMILES	RGS4 act	ANO1 block	MrgX1 antagonist	RGS4 inh	SKKanGAS inh	MrgX1 PAM	ANO1 activ	TRPC6 inh	TRPC6 act	HDAC3 inh	MrgX1 agonist
CCc1ccccc1NC(=O)COc1ccc2oc(-c3ccc(OC)cc3)cc(=O)c2c1	i	i	i	i	2.6	i	i	i	i	-4.2	i
CCN(CC)S(=O)(=O)c1ccc(O)c(C(=O)OCC(=O)N2CCCC2)c1	i	i	i	i	5.9	i	i	i	i	-2.7	i
C=CCn1c(C)cc(-c2csc(NC(=O)C3=COCCO3)n2)c1C	i	i	i	i	-15.2	i	i	i	i	5.1	i
Cc1ccccc1C(=O)NNC(=S)NC(=O)c1ccccc1	i	i	i	i	48.0	i	i	i	i	8.8	159*
CN(CCNC(=O)C1CCN(S(=O)(=O)c2cnc[nH]2)CC1)Cc1ccccc1	i	i	i	i	6.8	i	i	i	i	-3.8	i
O=C(COC(=O)C1CCN(S(=O)(=O)c2ccc3c(c2)OCCO3)CC1)Nc1ccc(C(F)(F)F)cc1	i	i	i	i	-11.6	i	i	i	i	15.7	i
Cc1nc2sc(C(c3ccc(Br)cc3)N3CC(C)OC(C)C3)c(O)n2n1 (stereo not drawn)	i	i	i	i	0.0	i	i	i	i	2.6	i
Cc1ccc(C(=O)NCCCNC(=O)Cc2ccccc2)cn1	i	i	i	i	1.8	i	i	i	i	-6.0	i
CCOc1ccc(N2CC(C(=O)Nc3ccc(S(=O)(=O)N4CCOCC4)cc3)CC2=O)cc1 (stereo not drawn)	i	i	i	i	2.8	i	i	i	i	2.9	i
Cc1ccccc1-n1c(Cn2c(=O)sc3ccccc32)nnc1SCC(N)=O	i	i	i	i	-0.8	i	i	i	i	0.4	i
CCn1nnnc1SCC(=O)c1cc(OC)ccc1OC	i	i	i	i	-3.6	i	i	i	i	7.2	i
CCCc1ccc2oc(C(=O)N3CCC(N4CCCC(O)C4)CC3)c(C)c2c1 (stereo not drawn)	i	i	i	i	-0.5	i	i	i	i	0.2	i
O=C(Nc1cnccn1)C1c2ccccc2Oc2ccccc21	i	i	i	i	-5.7	i	i	i	i	1.1	i
O=C(c1cccnc1)N1CCN(C(=O)c2cccs2)CC1	i	i	i	i	-3.7	i	i	i	i	-5.1	i
CCc1nnc(NC(=O)CSc2nnc(-c3ccco3)o2)s1	i	i	i	i	-7.6	i	i	i	i	6.6	i
O=C(CCCn1c(=S)[nH]c2ccsc2c1=O)Nc1ccc2c(c1)OCO2	i	i	i	i	6.5	i	i	i	i	2.0	i
CC(=O)Nc1cccc(NC(=O)C2CCCN2C(=O)Nc2ccccc2C)c1 (stereo not drawn)	i	i	i	i	-9.7	i	·	i	i	-5.3	i
Cc1ccc(NC(=O)CSCCc2ccccn2)nc1	i	i	i	i	4.7	i	i	i	i	-4.7	i
Cc1cccc(C)c1OCC(O)CN1CCC(CN2C(=O)c3cccc4cccc(c34)C2=O)CC1 (stereo not drawn)	i	i	i	i	?	i	i	-8.35*	i	-10.4	i
C/C(=N\NC(=O)c1ccccn1)c1ccc(C(=O)O)s1	i	i	i	i	2.2	i	·	i	i	14.2	i
